aGal spleen mod: qHTS Assay for Inhibitors and Activators of Human alpha-Galactosidase From Spleen Homogenate. Alpha-galactosidase A (Homo sapiens), P06280. Potency, µM (series often up to 80 µM), without a hit: top-dose activity change, negative = inhibition, actives largely listed as inhibitors. hit rate 0.008% among 240,000. AID 2107, 2009. human spleen homogenate, 4MU-alpha-Gal fluorescence, 40 min;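 also: 0% = enzyme with vehicle and -100% = no enzyme basal signal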
Target sequence (P06280 32-429 limits assumed): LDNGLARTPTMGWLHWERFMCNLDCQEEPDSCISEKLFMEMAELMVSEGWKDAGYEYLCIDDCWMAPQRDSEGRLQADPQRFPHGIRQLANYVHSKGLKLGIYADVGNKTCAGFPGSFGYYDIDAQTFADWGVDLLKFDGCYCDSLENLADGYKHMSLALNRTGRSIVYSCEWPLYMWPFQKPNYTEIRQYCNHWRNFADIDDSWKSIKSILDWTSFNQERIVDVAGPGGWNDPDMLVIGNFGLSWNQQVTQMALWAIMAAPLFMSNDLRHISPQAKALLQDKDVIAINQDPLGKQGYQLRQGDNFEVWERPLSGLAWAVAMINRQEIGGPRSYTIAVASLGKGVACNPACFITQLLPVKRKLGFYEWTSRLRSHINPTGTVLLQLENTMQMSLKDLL
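Human spleen homogenate (1 ug) was the enzyme source, with 4-methylumbelliferyl-alpha-D-galactopyranoside (1 mM final) in pH 5.0 citrate buffer with 0.01% Tween-20. Compounds were titrated; after 40 min at 37C, NaOH/glycine stop, 4-MU fluorescence read; AC50 from Hill fits.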
Tau fibril ThT: qHTS for Inhibitors of Tau Fibril Formation, Thioflavin T Binding. hit rate 2.1% among 270,000. Microtubule-associated protein tau (Homo sapiens), P10636. AID 1460, 2008. Potency, µM (doses to about 57.4 µM), for inactives: at the top dose activity, negative = inhibition, most hits filed as inhibitors. recombinant tau K18 P301L, heparin-induced fibrillization, ThT fluorescence; also: % is scaled to controls: 0 for no effect and ±100 for the full control effect; nearly all actives have a fitted effect of over 55% in size
Target sequence (P10636 561-689 P618L limits assumed): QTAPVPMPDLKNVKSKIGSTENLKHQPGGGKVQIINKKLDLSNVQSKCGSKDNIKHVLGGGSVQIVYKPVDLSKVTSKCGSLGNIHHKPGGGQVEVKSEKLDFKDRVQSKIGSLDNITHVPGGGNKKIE
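Heparin-induced (20 uM) aggregation of recombinant human K18 P301L tau, 15 uM unlabeled with 0.24 uM labeled, pH 7 acetate buffer, 6 hr at 37 C with compound. Fibrils quantified by 30 uM ThT fluorescence after 1 hr ambient incubation.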
aGlu spleen mod: qHTS Assay for Inhibitors and Activators of Human alpha-Glucosidase From Spleen Homogenate | Potency, µM (doses to about 79.9 µM), inactives show at the highest dose activity change, negative = inhibition, usual class: inhibitors | human spleen homogenate, 4-MU-alpha-glucoside fluorescence | hit rate 0.006% among 240,000;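 also: 0% = enzyme with vehicle and -100% = no enzyme basal signal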
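Human spleen homogenate (1 ug) incubated with compounds and 1 mM 4-methylumbelliferyl-alpha-D-glucopyranoside in pH 5.0 citrate/phosphate buffer, 37 C, 40 min. Stopped at pH 10; 4-MU fluorescence (Ex 365/Em 440 nm); AC50 by Hill fit.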
Tau fluor counter: Counterscreen qHTS for Inhibitors of Tau Fibril Formation, Fluorescence Polarization | tau K18 P301L Alexa594 fluorescence, heparin fibrillization | Potency, µM (series often up to 57.7 µM), for the others: at the highest dose activity change, negative = decrease | hit rate 0.93% among 280,000 | AID 1463, 2008; also: % is scaled to controls: 0 for no effect and ±100 for the full control effect; nearly all actives have a fitted effect of over 55% in size
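Human tau K18 P301L (15 uM unlabeled, 0.24 uM Alexa 594-labeled) in 100 mM sodium acetate pH 7 with 20 uM heparin, 6 hr at 37 C. ThT 30 uM added, 1 hr ambient; Alexa 594 FP and total fluorescence read at 555/632 nm.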
HTT cytoprotect: qHTS Multiplex Assay to Identify Dual Action Probes in a Cell Model of Huntington: Cytoprotection (ATP); PC12 HTT-Q103 induced, cytoprotection, ATP luminescence, 40 h; Potency, µM (highest dose often 56.4 µM), without a hit: cytoprotection (ATP increase), usual class: activators; hit rate 0.14% among 230,000; AID 1471, 2008;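 also: % of control where 0% means no effect; nearly all actives have a fitted effect of over 45% in size; toxic huntingtin expression switched on by the ecdysone agonist tebufenozide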
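Quantitative HTS on tebufenozide-induced (100 nM) PC12 cells expressing HTTQ103 exon 1–GFP; compounds tested as a concentration series; survival measured via cellular ATP.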
Tau fibril FP: qHTS for Inhibitors of Tau Fibril Formation, Fluorescence Polarization | Microtubule-associated protein tau (Homo sapiens), P10636 | Potency, µM (series often up to 57.7 µM), without a hit: top-dose activity, negative = inhibition, hits mostly inhibitors | K18 P301L tau heparin fibrillization, Alexa594 FP, 6 h | hit rate 0.39% among 280,000; also: % is scaled to controls: 0 for no effect and ±100 for the full control effect; nearly all actives have a fitted effect of over 55% in size
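Quantitative HTS format: compounds meet 15 uM recombinant K18 P301L tau and Alexa 594-tau tracer in 100 mM sodium acetate pH 7; 20 uM heparin triggers fibrillization at 37 C over 6 hr; FP gives the signal.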
An asterisk follows results filed as active; ? = inconclusive; · = not tested or not shown; & = joins results of further samples; [ ] = dose if it differs, or a comment. Calls follow the shape of the dose curve; as a rule, active = well fitted curve in the direction sought with a large enough effect; inconclusive = small, poorly fitted or top-dose-only effect, or another doubt; inactive = no such curve, though single readings can be large; an effect the other way counts as inactive or inconclusive. Potency is read from the fitted curve at half-maximal effect.

SMILES | aGal spleen mod | Tau fibril ThT | aGlu spleen mod | Tau fluor counter | HTT cytoprotect | Tau fibril FP
CCNN | -16% | · | -2% | · | · | ·
CC(=O)CC(c1ccccc1)c1c(O)c2cc(O)ccc2oc1=O (configuration not stated) | 4% | · | 3% | · | · | ·
C=C1[C@@H]2C[C@]3(C(CC2=O)[C@]24C5C[C@H]3[C@H]2N(CC)C[C@]5(C)CC[C@@H]4O)[C@@H]1O (some centres not stated) | -17% | · | -6% | · | · | ·
C[C@@H](C1CC[C@@]2(O)C3=CC(=O)[C@@H]4C[C@@H](O)[C@@H](O)C[C@]4(C)[C@H]3CC[C@]12C)[C@H](O)CCC(C)(C)O (some centres not stated) | 8% | · | 8% | · | · | ·
CCc1cccc(CC)c1NC1=NCCN1 | -8% | · | 5% | · | · | ·
ClC1=C(Cl)C(Cl)(C2(Cl)C(Cl)=C(Cl)C(Cl)=C2Cl)C(Cl)=C1Cl | -10% | · | -5% | · | · | ·
CC(=O)[O][Sn]([c]1ccccc1)([c]1ccccc1)[c]1ccccc1 | -2% | · | -2% | · | · | ·
CCOP(=S)(OCC)Oc1ccc(Cl)cc1Cl | -4% | · | -3% | · | · | ·
CCCCC(C#N)(Cn1cncn1)c1ccc(Cl)cc1 (configuration not stated) | -3% | · | -5% | · | · | ·
C[C@@H]1C[C@H](C)C[C@H](C)[C@@H](O)CC(=O)O[C@H]([C@H]2CCC[C@H]2C(=O)O)C/C=C/C=C(/C#N)[C@H](O)[C@@H](C)C1 | 11% | · | 2% | · | · | ·
O=C(Nc1cccc(C(=O)Nc2cc(C(=O)Nc3ccc([S+](=O)([O-])[O-])c4cc([S+](=O)([O-])[O-])cc(SOOO)c34)ccc2F)c1)Nc1cccc(C(=O)Nc2cc(C(=O)Nc3ccc([S+](=O)([O-])[O-])c4cc([S+](=O)([O-])[O-])cc([S+](=O)([O-])[O-])c34)ccc2F)c1 | 3% | · | 4% | · | · | ·
COc1cccc([C@@]2(O)CCCCC2CN(C)C)c1 (some centres not stated) | 0%&7% | · | 3%&1% | · | · | ·
O=P1(Oc2ccccc2)CC=CC(COC(c2ccccc2)(c2ccccc2)c2ccccc2)O1 (configuration not stated) | -4% | · | -2% | · | · | ·
O=P(O)(O)CCCl | 3% | · | -9% | · | · | ·
CSCC[C@H](NC(=O)[C@H](CC(C)C)NC(=O)[C@@H](Cc1cnc[nH]1)NC(=O)[C@H](Cc1ccccc1)NC(=O)[C@@H](Cc1ccccc1)NC(=O)[C@@H](N)Cc1ccc(O)cc1)C(N)=O | 2% | · | 9% | · | · | ·
CCCC(Cn1cncn1)c1ccc(Cl)cc1Cl (configuration not stated) | -12% | · | -4% | · | · | ·
O=C1CCc2cccc3c2N1CC3 | -13% | · | 7% | · | · | ·
CN(C(=O)COc1nc2ccccc2s1)c1ccccc1 | 3% | · | 0% | · | · | ·
CCCCCCCCCCCCN=C(N)N | -6% | · | -3% | · | · | ·
CC(=O)C1CCC2C3CCC4CC(C)(O)CCC4(C)C3CCC12C (configuration not stated) | -7% | · | 5% | · | · | ·
Cc1cccc(Cn2cccc(C(=O)Nc3cc(C)on3)c2=O)c1 | · | -5% | · | 2% | · | -12%
CCOC(=O)c1ccc(NC(=O)c2cccn(Cc3ccccc3F)c2=O)cc1 | · | 2% | · | -16% | · | -5%
Cc1cccc(CN2CC=C(c3noc(CCC(=O)Nc4ccc(C)c(F)c4)n3)CC2)c1 | · | -16% | · | ? | · | ?
O=C(c1ccc2c(c1)N(Cc1ccc(F)cc1Cl)C(=O)c1ccccc1S2)N1CCC2(CC1)OCCO2 | · | ? | · | -3% | · | 5%
O=C(Nc1ccc2c(c1)OCCO2)c1cccn(Cc2cccc(F)c2)c1=O | · | ? | · | ? | · | -13%
COc1ccc(Cl)cc1NC(=O)C1CCN(c2nnc(C)c3c(C)n(-c4ccccc4)nc23)CC1 | · | ? | · | 9% | · | 4%
CCOC(=O)c1cccc(NC(=O)NCc2ccc3c(c2)CCN3C(=O)c2ccccc2)c1 | · | -13% | · | ? | · | ?
Cc1ccc(-n2c(/C=C/c3cccc(C(F)(F)F)c3)nc3ccccc3c2=O)cc1 | · | 4% | · | -8% | · | -3%
Cc1cc(-n2c(/C=C/c3cccs3)nc3ccccc3c2=O)ccc1Br | · | 5% | · | -7% | · | -3%
Cc1ccc(Cn2cccc(C(=O)Nc3ccc4c(c3)OCO4)c2=O)cc1 | · | -12% | · | -26% | · | ?
CCn1cc2nc(SCc3ccccc3Cl)n(CCc3ccccc3)c(=O)c2n1 | · | -13% | · | -23% | · | ?
CC(C)Oc1ccc(C(=O)Nc2ccc3c(c2)CCCN3C(=O)c2cccs2)cc1 | · | ? | · | -23% | · | 5%
CN1C(=O)c2ccccc2Sc2ccc(NC(=O)c3ccc(C(F)(F)F)cc3)cc21 | · | 14% | · | -12% | · | ?
CC(=O)c1cccc(NC(=O)CSc2ncc3c(n2)-c2cc(Cl)ccc2N(Cc2ccccc2)S3(=O)=O)c1 | · | ? | · | ? | · | ?
Cc1ccc(S(=O)(=O)N2CCCc3cc(NS(=O)(=O)c4cc(C)ccc4C)ccc32)cc1 | · | 5% | · | ? | · | -9%
Cc1cccc(-n2c(/C=C\c3cccc(Br)c3)nc3ccccc3c2=O)c1 | · | 3% | · | 9% | · | 9%
CCN(CC)c1nc2ccccc2nc1C(=O)Nc1cccc(C(C)=O)c1 | · | ? | · | -30% | · | -8%
CCOC(=O)c1ccc(NC(=O)CSc2cc(=O)n(CC)c3ccccc23)cc1 | · | 4% | · | -22% | · | ?
CCOc1ccc(C(=O)Nc2cccc(C(=O)OCc3cc(=O)n4nc(C5CC5)sc4n3)c2)cc1 | · | ? | · | -5% | · | 2%
COc1ccc(-c2nn3c(=O)cc(CN4CCN(C(=O)COc5ccc(F)cc5)CC4)nc3s2)cc1 | · | -16% | · | -1% | · | -3%
COc1ccc(CN2CCc3nc(N4CCN(c5ccc(F)cc5)CC4)ncc3C2)c(OC)c1OC | · | ? | · | -17% | · | -1%
COc1ccc(-n2c(/C=C/c3cccc(F)c3)nc3ccccc3c2=O)cc1Cl | · | 4% | · | -10% | · | -9%
Cc1ccccc1-c1nn2c(=O)cc(CN3CCN(C(=O)COc4ccccc4Cl)CC3)nc2s1 | · | -17% | · | 2% | · | -7%
Cc1cccc(NC(=O)c2ccc(F)c(S(=O)(=O)N3CCN(c4ccc(F)cc4)CC3)c2)c1 | · | 7% | · | ? | · | ?
Cc1ccc(-n2c(/C=C/c3cccc4ccccc34)nc3ccccc3c2=O)cc1 | · | -10% | · | -8% | · | -2%
CCOc1ccc2nc(NC(=O)c3cccn(Cc4ccccc4C)c3=O)sc2c1 | · | -1% | · | -17% | · | -8%
COc1cc(OC)c(OC)cc1CN1CCc2nc(N3CCN(c4ccccc4F)CC3)ncc2C1 | · | ? | · | -4% | · | 7%
O=C(Nc1ccc(Br)cc1)c1ccc(Cl)c(S(=O)(=O)N2CCCCCC2)c1 | · | 9% | · | ? | · | ?

Quoted at random: 2 compounds from above.
SMILES | aGal spleen mod | Tau fibril ThT | aGlu spleen mod | Tau fluor counter | HTT cytoprotect | Tau fibril FP
COc1ccc(CN2CCc3nc(N4CCN(c5ccc(F)cc5)CC4)ncc3C2)c(OC)c1OC | · | ? | · | -17% | · | -1%
O=C(Nc1ccc(Br)cc1)c1ccc(Cl)c(S(=O)(=O)N2CCCCCC2)c1 | · | 9% | · | ? | · | ?

3 of the compounds above, field by field:
Molecule: Cc1cccc(NC(=O)c2ccc(F)c(S(=O)(=O)N3CCN(c4ccc(F)cc4)CC3)c2)c1
  aGal spleen mod = ·
  Tau fibril ThT = 7%
  aGlu spleen mod = ·
  Tau fluor counter = ?
  HTT cytoprotect = ·
  Tau fibril FP = ?
Molecule: Cc1ccc(-n2c(/C=C/c3cccc4ccccc34)nc3ccccc3c2=O)cc1
  aGal spleen mod = ·
  Tau fibril ThT = -10%
  aGlu spleen mod = ·
  Tau fluor counter = -8%
  HTT cytoprotect = ·
  Tau fibril FP = -2%
Molecule: CCOc1ccc2nc(NC(=O)c3cccn(Cc4ccccc4C)c3=O)sc2c1
  aGal spleen mod = ·
  Tau fibril ThT = -1%
  aGlu spleen mod = ·
  Tau fluor counter = -17%
  HTT cytoprotect = ·
  Tau fibril FP = -8%

(list continues)
SMILES | aGal spleen mod | Tau fibril ThT | aGlu spleen mod | Tau fluor counter | HTT cytoprotect | Tau fibril FP
Cc1ccc(C)c(S(=O)(=O)Nc2ccc3c(c2)CCCN3C(=O)c2cccs2)c1 | · | -10% | · | ? | · | 11%
COc1ccc(C(=O)Nc2ccc3c(c2)N(C)C(=O)c2ccccc2S3)cc1OC | · | -12% | · | ? | · | ?
O=c1c2ccccc2nc(/C=C\c2ccccc2F)n1-c1ccc(O)cc1 | · | 1% | · | -21% | · | -13%
CC(=O)O[C@H]1CC[C@@]2(C)C(=CC[C@@H]3[C@H]2CC[C@]2(C)C(=O)CC[C@H]32)C1 | 4%[29.1 µM] | · | 0%[29.1 µM] | · | 6%[40.3 µM] | ·
Nc1cc(Cl)cc(C(=O)O)c1Cl | 3% | · | -1% | · | 1% | ·
CC(C)CN1CCC2(CC1)CCN(C(=O)Oc1ccccc1)CC2 | -2% | · | -8% | · | -34%[inhibitor] | ·
CC(C)(c1ccccc1)c1ccc(O)cc1 | -2% | · | 5% | · | 5% | ·
CCOP(=O)(NC(C)C)Oc1ccc(SC)c(C)c1 (configuration not stated) | -14% | · | -8% | · | -1% | ·
S=C=S | 9% | · | -2% | · | -2% | ·
C=CC#N | 7% | · | 12% | · | 35% | ·
CCCCOC(=O)c1ccccc1C(=O)OCc1ccccc1 | 1% | · | 8% | · | 25% | ·
ClCCCCl | -16% | · | 3% | · | -6% | ·
CN1CCCC2(CCN(C(=O)c3csnn3)CC2)C1 | -13% | · | -7% | · | 17% | ·
[O-][Cl+2]([O-])O | 9% | · | 8% | · | -4% | ·
Cl/C=C\Cl | -5% | · | 6% | · | -4% | ·
Cc1cccc(N)c1C | -2% | · | -10% | · | 4% | ·
C=CCN=C=S | 9% | · | -1% | · | 3% | ·
CC12CC1(C)C(=O)N(c1cc(Cl)cc(Cl)c1)C2=O (configuration not stated) | -2% | · | 2% | · | -23% | ·
CC(Cl)Cl | -12% | · | 1% | · | 0% | ·
Cc1coc2c1CCC(C)C2 (configuration not stated) | 12% | · | 8% | · | 7% | ·
O=P1(NCCCl)OCCCN1CCCl (configuration not stated) | -9%[29.1 µM] | · | -2%[29.1 µM] | · | ? | ·
O=C(Cl)c1ccccc1F | -3% | · | -13% | · | ? | ·
CCCCCc1cc(O)cc(O)c1 | -2% | · | -9% | · | -3% | ·

High-throughput results: PubChem, National Center for Advancing Translational Sciences (NCATS)

An excerpt; count on the stated rates, not on these rows.
